UBC13 polyUb: inhibitors of human UBC13 polyubiquitin chain formation; P61088; TR-FRET; inhibition, % at 20 µM; 330,000 compounds, 0.47% hits; in the data active means inhibition above about 45%, passing the limit was not always enough
SENP7 block: inhibitors of human SENP7 protease; recombinant SENP7, Z-RLRGG-aminoluciferin luminescence, 40 min; inhibition, % at 5 µM; 330,000 compounds, 1.5% hits;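 active means inhibition above about 50% at the single test dose, limit read from the data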;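 further: plate controls were DMSO with enzyme for no effect and no enzyme buffer wells for full effect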
Gli-Sufu antag: Gli-Sufu pathway antagonism; Sufu-KO-LIGHT fibroblasts, Gli luciferase reporter luminescence; inhibition, % at 5 µM; 340,000 compounds, 0.74% hits;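 active means inhibition above about 55%, limit read from the data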;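 further: 0% = DMSO-treated cells and 100% = wells with medium but no cells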
Apaf1 inhib: human Apaf-1 inhibition. 330,000 compounds, 0.71% hits. O14727. inhibition, % at 20 µM. AID 489030. reconstituted apoptosome caspase-3 activity, DEVD-Rh110 fluorescence; active means inhibition of at least 40% at 20 µM;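 further: plate controls were DMSO wells for no effect and DEVD-CHO caspase inhibitor wells for full effect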
Target sequence (O14727 whole entry, looked up): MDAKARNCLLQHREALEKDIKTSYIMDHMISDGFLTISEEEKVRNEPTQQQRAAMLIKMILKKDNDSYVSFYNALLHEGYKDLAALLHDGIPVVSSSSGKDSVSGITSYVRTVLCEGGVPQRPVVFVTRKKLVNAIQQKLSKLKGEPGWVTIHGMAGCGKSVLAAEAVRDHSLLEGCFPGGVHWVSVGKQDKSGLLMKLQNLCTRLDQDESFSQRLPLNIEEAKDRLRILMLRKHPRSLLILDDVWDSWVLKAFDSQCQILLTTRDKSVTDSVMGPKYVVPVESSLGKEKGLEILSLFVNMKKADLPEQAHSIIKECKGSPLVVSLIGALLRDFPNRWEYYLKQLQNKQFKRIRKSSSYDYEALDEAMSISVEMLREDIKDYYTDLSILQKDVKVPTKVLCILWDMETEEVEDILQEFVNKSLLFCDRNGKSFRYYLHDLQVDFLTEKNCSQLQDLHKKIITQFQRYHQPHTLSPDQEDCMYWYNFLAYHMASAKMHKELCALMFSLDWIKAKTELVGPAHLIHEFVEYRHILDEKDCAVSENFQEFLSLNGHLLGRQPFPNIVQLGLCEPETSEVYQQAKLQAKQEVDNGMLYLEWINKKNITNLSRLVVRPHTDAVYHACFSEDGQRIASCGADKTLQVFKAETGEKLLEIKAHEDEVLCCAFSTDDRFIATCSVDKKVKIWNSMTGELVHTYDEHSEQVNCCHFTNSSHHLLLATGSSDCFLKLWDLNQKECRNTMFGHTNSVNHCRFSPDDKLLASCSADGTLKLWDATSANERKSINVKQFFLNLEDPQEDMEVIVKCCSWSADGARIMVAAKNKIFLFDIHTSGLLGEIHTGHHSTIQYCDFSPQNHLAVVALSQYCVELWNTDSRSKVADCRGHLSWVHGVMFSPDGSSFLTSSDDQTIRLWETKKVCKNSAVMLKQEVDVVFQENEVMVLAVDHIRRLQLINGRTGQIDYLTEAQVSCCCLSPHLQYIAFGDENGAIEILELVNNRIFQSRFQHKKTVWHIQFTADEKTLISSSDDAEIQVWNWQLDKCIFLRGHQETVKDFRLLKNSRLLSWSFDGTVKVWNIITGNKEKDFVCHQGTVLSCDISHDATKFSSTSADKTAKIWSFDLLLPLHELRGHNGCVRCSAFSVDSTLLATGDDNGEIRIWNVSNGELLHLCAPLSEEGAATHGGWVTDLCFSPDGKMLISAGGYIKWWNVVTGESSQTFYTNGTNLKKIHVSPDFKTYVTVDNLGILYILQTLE
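System: Apoptosome proteins | Medium: Hepes pH 7.5 with detergent and BSA | Also added: Cytochrome c trigger plus (Z-DEVD)2-Rh110 caspase-3 substrate | Incubation: 30 min compound preincubation, 50 min activation, room temperature | Detection: Rhodamine 110 fluorescence at Ex 480/Em 540 nm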
697 NFkB inh: lowers PMA/ionomycin-induced NF-kB signal in 697 B cells | 697 B-cell NF-kB luciferase reporter, 16 h | inhibition, % at 4 µM | AID 435022 | 330,000 compounds, 0.33% hits; in the data active means inhibition above about 35%
HKDC1 inhibitor: HKDC1 (human) hexokinase inhibition; inhibition, % at 20 µM; Q2TB90; 340,000 compounds, 0.16% hits; recombinant HKDC1, G6PDH/diaphorase resazurin coupled fluorescence;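 active means inhibition above about 35% when tested at 20 µM, limit read from the data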;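 further: plate controls were DMSO wells with enzyme for no effect and DMSO wells lacking enzyme for full effect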
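Test system: HK5 enzyme. Quantity: 5 µg/mL HK5 final. Reagent: glucose and ATP substrates. Schedule: 90 min reaction incubation at room temperature, dark. Technique: resazurin-to-resorufin fluorescence via G6PDH and diaphorase coupling, 525/613 nm. Control set: DMSO wells with and without enzyme mix.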
SENP8 inh: inhibitors of human SENP8 protease; purified SENP8, Z-RLRGG-aminoluciferin cleavage, luminescence; inhibition, % at 10 µM; 330,000 compounds, 1.2% hits; AID 2540
Jurkat NFkB inh: inhibitors of the PMA/ionomycin-induced NF-kB reporter in Jurkat cells; AID 435003; PMA/ionomycin-induced NF-kB luciferase reporter, luminescence; inhibition, % at 4 µM; 330,000 compounds, 0.53% hits
* hit, by the source's call; · = no result given. Unless noted, no stated cut-off is given here; in the data, active means inhibition above about 50%; inactive means the rest.

SMILES	UBC13 polyUb	SENP7 block	Gli-Sufu antag	Apaf1 inhib	697 NFkB inh	HKDC1 inhibitor	SENP8 inh	Jurkat NFkB inh
Cc1cccc(Cn2nc(C(C)(C)C)cc2C(=O)Nc2ccc(F)cc2)c1	-3	-2	-6	4	-299	1	3	-45
COc1ccc(-c2cc(=O)[nH][nH]2)cc1OC	-22	5	5	77*	23	-6	-5	7
Cc1cc(NC(=O)CCCN2C(=O)c3cccnc3C2=O)no1	2	-1	-11	-8	9	-6	-1	0
COC(=O)NNC(=O)c1ccc(C(C)(C)C)cc1	4	-1	40	3	-14	0	-6	-6
Cc1cc(SC#N)cc(C)c1NC(=O)CCl	-2	-2	51	-6	0	1	-1	21
Cc1oc(/C=N/NC(=O)CC2(C)OCCO2)cc1Br	-3	0	-5	-8	7	-12	-5	8
O=C(c1ccc(Cl)c([N+](=O)[O-])c1)N(Cc1cccc(Cl)c1)C1CCS(=O)(=O)C1 (stereo not given)	-8	5	4	7	0	-4	1	-11
CCOC(=O)c1cc(C)sc1NC(=O)c1ccc(Cl)s1	17	4	2	1	1	0	0	-2
O=C(CS(=O)(=O)Cc1ccccc1)Nc1nc2ccccc2s1	-4	13	1	21	-1	-1	-2	-6
COc1cc2cc(-c3ccc(OC)c(OC)c3C)nc(N)c2cc1OC	16	-4	46	7	-13	-8	-7	47
Cc1ccc([C@@H]2[C@@H]3C(=O)N(c4ccccc4)C(=O)[C@@H]3[C@]3(C)C(=O)N(Cc4ccc(-c5ccccc5)cc4)CC(=O)N23)o1	9	-2	10	23	8	0	6	-5
CCOc1ccccc1CNC(c1ccccc1)c1ccccc1	2	-1	13	11	7	-2	10	-7
CN1CCN(C(c2ccccn2)c2cc(Cl)c3cccnc3c2O)CC1 (stereo not given)	-1	5	-7	-3	-11	-9	4	0
CCN(c1ccc(C(=O)CSc2nnc(C3CC3)n2C2CC2)cc1)S(C)(=O)=O	6	3	7	-11	7	-2	0	4
CCc1sc(N(C(=O)Cc2ccccc2)c2ccccc2)nc1-c1ccccc1	3	-3	1	9	15	7	-5	9
CCOC(=O)C1CCCN(Cc2ccc(OC)c(OCc3ccccc3)c2)C1 (stereo not given)	6	5	22	3	15	2	-6	2
O=C1C(Cl)=C(N2CCCCC2)C(=O)N1Cc1ccccc1	16	16	-8	14	8	-10	5	5
O=C(COc1cccc2ccccc12)NNC(=O)Nc1ccccc1	-6	-1	-1	-17	3	3	2	-14
CCCOc1ccc(-c2c(C(=O)N/N=C/c3ccc(C)o3)nnn2-c2nonc2N)cc1	0	0	8	6	9	-5	-1	-7
CN(C)C(=O)CCc1ccc2c3c([nH]c2c1)[C@]1(C)[C@@H](C(=O)N2CCOCC2)C[C@H](CC(=O)NCCN2CCOCC2)C(=O)N1CC3	·	3	-13	7	5	-8	·	·
COc1ccc(C2C(C(=O)N3CCN(C)CC3)c3cc(OC)c(OC)cc3C(=O)N2C)cc1 (stereo not given)	3	5	4	-8	15	-4	7	-6
CC(C)NC(=O)CSc1nc(Cc2ccccc2)nc2ccccc12	6	-9	-6	-10	-3	-6	2	15
Cc1cccc(OCCNC(=O)c2cc(-n3cnnc3)ccc2Cl)c1	5	0	-11	-3	7	12	4	3
O=C(N/N=C/c1ccc(Br)s1)c1ccc([N+](=O)[O-])cc1	-23	5	-5	-12	4	10	-1	-11
COc1ccccc1C(=O)Nc1ccnn1C1CCN(CCC(C)c2ccc(C)o2)CC1 (stereo not given)	-6	7	15	16	-14	-2	10	-2
CC1CC(C)CN(C(=O)C2CCN(C(=O)Nc3ccccc3)CC2)C1 (stereo not given)	1	7	-7	3	25	0	17	11
CCc1ccc2[nH]c(=O)c(C(c3nnnn3CCOC)N3CCN(c4ccccc4)CC3)cc2c1 (stereo not given)	-8	5	-5	0	7	1	7	-1
S=C(Nc1nc2c(s1)CCCC2)NC1CC1	8	-13	-77	9	-81	-2	-23	-52
Cn1ncc2c(Sc3ccc(Cl)cc3)ncnc21	7	13	-5	4	8	-2	-10	-14
CCOP(=O)(c1c(F)c(F)c(F)c(F)c1F)C(O)c1ccccc1 (stereo not given)	-4	6	6	-5	5	-5	-3	-2

Nothing new here: entries from further up.
SMILES	UBC13 polyUb	SENP7 block	Gli-Sufu antag	Apaf1 inhib	697 NFkB inh	HKDC1 inhibitor	SENP8 inh	Jurkat NFkB inh
COc1ccccc1C(=O)Nc1ccnn1C1CCN(CCC(C)c2ccc(C)o2)CC1 (stereo not given)	-6	7	15	16	-14	-2	10	-2
CC1CC(C)CN(C(=O)C2CCN(C(=O)Nc3ccccc3)CC2)C1 (stereo not given)	1	7	-7	3	25	0	17	11

(more compounds)
SMILES	UBC13 polyUb	SENP7 block	Gli-Sufu antag	Apaf1 inhib	697 NFkB inh	HKDC1 inhibitor	SENP8 inh	Jurkat NFkB inh
CCC1=NN(C(=O)COc2ccccc2)C(O)(c2ccc(Br)cc2)C1 (stereo not given)	6	0	1	12	1	-2	3	-4
Cc1ccc(S(=O)(=O)N2CCOCC2)cc1C(=O)Nc1nc2ccccc2[nH]1	-7	5	1	10	-18	1	-4	-25
CCOc1ccccc1C1C(C(=O)Nc2ccccc2OC)=C(C)Nc2nc(CCCO)nn21 (stereo not given)	3	-3	·	0	-1	5	-1	1
COc1cc(OC)c(NC(=O)Cc2cccs2)cc1Cl	5	2	-23	-6	-7	3	-2	1
COc1ccc(N/C(N)=N/c2nc(CSc3ccc(Cl)cc3)cc(=O)[nH]2)cc1	1	7	20	3	-23	-2	8	8
O=C(CN1CCCCCCC1)Nc1cccc(Cl)c1Cl	2	7	-3	13	13	1	1	-1
O=C(Nc1nccs1)C1(c2ccc(Cl)cc2)CC1	7	-3	4	-6	-17	-10	-6	7
O=C(NC(C(=O)c1ccccc1)n1ccc(=O)[nH]c1=O)c1ccccc1 (stereo not given)	-10	-6	-3	6	-7	2	-8	-5
CC1CC1C(=O)OCc1cc(=O)n2cc(Br)ccc2n1 (stereo not given)	-8	12	-50	2	-33	2	-4	-76
Cc1ccc(/C=N/NC(=O)CSCc2ccc(Cl)cc2)cc1	19	2	1	2	10	7	-7	0
C=CCNC(=O)COC(=O)c1cc(S(=O)(=O)N2CCCCC2)ccc1Cl	0	2	-3	-2	-12	16	2	-6
O=[N+]([O-])c1cc(/C=N/O)ccc1SCc1ccccc1	3	-2	·	0	15	4	5	-13
CCOC(=O)c1sc2nc(C)cc(C)c2c1N	9	-1	-27	-5	-8	-2	-4	-35
Cc1nc(-c2cccc(NC(=O)c3ccc(Br)o3)c2)cs1	-3	10	-13	-1	1	-2	-10	-14
CN1c2ccccc2C(=O)NC1c1ccc([N+](=O)[O-])s1 (stereo not given)	-6	3	-4	6	-19	2	5	20
CCc1c(C)c2ccc(OCC(=O)N(C)C)c(C)c2oc1=O	14	4	-5	0	13	-7	3	-2
CSc1cc(C)n(-c2ccccc2C)c(=S)c1C(C)=O	-6	6	-3	-10	1	-7	-3	1
CCCOc1ccc(S(=O)(=O)NCCN2CCOCC2)c2ccccc12	-6	13	-5	4	-13	-1	-6	-18
CCN1C(=O)CC(C(=O)OC)=C1C	-4	9	-8	6	-1	-12	-3	-1
O=C(CCNS(=O)(=O)c1cccc(C(F)(F)F)c1)NC1CC1	-24	-11	-3	5	-28	-5	0	-9

Exported field by field: part of the list above
CCc1c(C)c2ccc(OCC(=O)N(C)C)c(C)c2oc1=O
  UBC13 polyUb = 14; SENP7 block = 4; Gli-Sufu antag = -5; Apaf1 inhib = 0; 697 NFkB inh = 13; HKDC1 inhibitor = -7; SENP8 inh = 3; Jurkat NFkB inh = -2
CSc1cc(C)n(-c2ccccc2C)c(=S)c1C(C)=O
  UBC13 polyUb = -6; SENP7 block = 6; Gli-Sufu antag = -3; Apaf1 inhib = -10; 697 NFkB inh = 1; HKDC1 inhibitor = -7; SENP8 inh = -3; Jurkat NFkB inh = 1

(more compounds)
SMILES	UBC13 polyUb	SENP7 block	Gli-Sufu antag	Apaf1 inhib	697 NFkB inh	HKDC1 inhibitor	SENP8 inh	Jurkat NFkB inh
Cc1ccc(OCC(=O)Nc2cccc(S(=O)(=O)N3CCCCC3)c2)c([N+](=O)[O-])n1	15	-6	8	4	3	-5	-14	16
Clc1cccc(OCCN2CCOCC2)c1	14	0	-16	-7	11	-2	-5	1
Cc1cc(C)nc(N/N=C/c2ccncc2)n1	-3	1	8	-3	6	-7	1	1
O=C(Nc1ccccc1)N1CCC(O)(c2cccc(C(F)(F)F)c2)CC1	-10	14	20	10	-69	-2	-9	-9
O=C1CC(NCc2ccccc2)C(=O)N1c1ccc(F)cc1 (stereo not given)	5	-7	-3	2	5	1	-11	4
Cc1ccsc1C(=O)OCC(=O)NCc1ccccc1	-4	15	-3	7	-2	-6	11	-2
CCCNC(=O)c1cc(S(=O)(=O)N2CCc3ccccc32)ccc1F	4	8	4	-11	4	-6	3	-2
COC(=O)/C(=C/c1ccc(F)cc1)NC(C)=O	6	11	30	-13	1	-2	-3	4
Cc1oc2ccc(NS(=O)(=O)c3ccc(C(C)(C)C)cc3)cc2c1C(=O)Nc1ccccc1	-10	-4	12	19	-19	3	1	5
CCOc1ccc(S(=O)(=O)N2CCCC2)cc1	1	5	6	2	2	6	-7	-17
CN(CCc1ccccn1)C(=O)c1ccc(OC(F)(F)F)cc1	2	3	0	-10	-2	-1	-4	-37
COC(C)(C)[C@H](O)COc1c2ccoc2cc2oc(=O)ccc12	1	-4	3	-1	-9	-2	-12	-15
O=C(/C=C/c1cccc([N+](=O)[O-])c1)NCc1cccnc1	4	7	-9	-7	1	2	0	-12
Oc1ccc(N2CCN(c3nnnn3-c3ccccc3)CC2)cc1	0	-2	24	14	-6	-6	3	-10
CCCCCSc1nnc(C)c(=O)[nH]1	9	-1	-4	-20	15	8	-4	2
Cc1ccc(S(=O)(=O)NCCSc2nncn2C)cc1	-1	3	19	-4	24	-5	1	17
CC1Sc2ccc(S(=O)(=O)NCCc3ccccc3)cc2NC1=O (stereo not given)	2	3	-11	18	-19	-1	-1	7
COC(=O)c1ccc(-c2noc(CN(C)Cc3ccncc3C)n2)cc1	6	4	-8	3	3	-3	-3	2
CN(Cc1cccc(Cl)c1Cl)C(=O)c1cccc(S(=O)(=O)N2CCN(Cc3ccccc3)CC2)c1	7	-1	47	29	-10	1	8	13
CCCN1CCc2c(sc(NC(=O)c3ccc(S(=O)(=O)N4CCN(C(=O)OCC)CC4)cc3)c2C(N)=O)C1	-15	5	29	14	-9	15	-5	2
CN(C)c1oc(COc2ccc(F)cc2)nc1C#N	4	1	-3	-1	5	-6	-1	10
NS(=O)(=O)c1cccc(NC(=O)COC(=O)c2cc(Cl)ccc2[N+](=O)[O-])c1	3	1	-30	-21	7	0	5	-1
O=C(c1ccccc1)c1cccc(C(=O)c2ccccc2)c1	8	-4	-1	26	0	0	-13	-10
CCCC(=O)N1CC2(CCC)CN(C(=O)CCC)CC(CCC)(C1)C2=O	-11	-3	-10	-3	11	-2	-7	1
O=C(CNC(=O)c1ccc2c(c1)S(=O)(=O)N=C1CCCCCN12)Nc1ccc(F)c(F)c1	-2	3	-3	4	15	0	3	-11
O=C(COC(=O)c1cc(S(=O)(=O)N2CCCC2)ccc1O)Nc1ccc(F)cc1F	19	-5	2	-4	18	-3	4	70*
Cc1ccc(C(C(=O)NCc2ccccc2)N(C(=O)c2csnn2)C2CC2)cc1 (stereo not given)	-4	-12	2	14	-1	0	-10	-1
Cc1c(OC(C)C(=O)NCc2ccccn2)ccc2c3c(c(=O)oc12)CCC3 (stereo not given)	5	4	11	4	12	-5	-11	2
O=C(NCCCn1cccn1)c1cc(COc2ccc(F)cc2Cl)on1	4	5	-8	-15	-6	-8	0	4
Cc1nc(-c2cccc(NC(=O)c3cccs3)c2)cs1	5	8	-31	2	20	-5	-4	-26
CC(C)CC(c1nnnn1Cc1ccccc1)N1CCN(C(=O)c2ccco2)CC1 (stereo not given)	2	6	7	17	16	-2	5	2
CCc1nnc2n1N=C(c1ccc(Br)cc1)CS2	0	4	1	-1	28	-5	-4	27

Rows are unselected. About 3.6% of those tested had a hit in this group.
